PPC-1+TRAIL kill: compounds killing PPC-1 cancer cells with TRAIL present, primary screen, TRAIL potentiator project, ATPLite luminescence, uHTS. AID 1443, 2008. PPC-1 cells + TRAIL, ATPLite viability luminescence. 220,000 tested, 0.41% active. cell killing (% activity), % at 4 µM;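 active means cell killing above 50% in the first pass at 4 µM, then a duplicate retest at 5 µM averaging 50% or more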;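 further: plate controls were cells with TRAIL plus DMSO for no effect and medium-only wells lacking cells for full effect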
EP2 antag: human EP2 receptor antagonists, primary screen, TR-FRET cAMP, C6 glioma cells. Prostaglandin E2 receptor EP2 subtype (Homo sapiens), P43116. C6 glioma cells expressing human EP2; cells stimulated with saturating PGE2. inhibition, % at 25 µM. 260,000 tested, 0.52% active. AID 1422, 2008;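 active means percent inhibition above 40 after rounding to a whole number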;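 further: rat C6 glioma host cells with rolipram phosphodiesterase inhibitor present; the protocol text gives 20 µM as final concentration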
CHOP inhibitor: inhibitors of CHOP promoter induction, primary screen, cell-based, unfolded protein response, luciferase reporter | inhibition, % at 10 µM | 220,000 tested, 3.8% active | CHO-K1 CHOP-promoter luciferase, tunicamycin-induced, 15-18 h | AID 2732, 2010;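 active means compounds that reduced the stress-induced luciferase reporter signal by more than about 70% of percent inhibition, limit read from the data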;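 further: 0% = tunicamycin plus vehicle and 100% = wells without tunicamycin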
14-3-3 Bad PPI: inhibitors of 14-3-3 zeta/Bad binding, primary screen, biochemical, TR-FRET, bovine 14-3-3 zeta; 220,000 tested, 0.71% active; 14-3-3 protein zeta/delta (Bos taurus), P63103; inhibition, % at 21.7 µM; TR-FRET 14-3-3zeta/Dy647-pBad peptide displacement, 1 h;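 active means inhibition above about 70%, limit read from the data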;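 further: 0% = full 14-3-3 plus peptide FRET controls and 100% = background without 14-3-3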
NPY Y1 blocker: NPY-Y1 receptor antagonists, primary screen, cell-based | inhibition, % at 3.6 µM | AID 1040, 2008 | Neuropeptide Y receptor type 1 (Homo sapiens), P25929 | HEK293-CNG Y1 cells, membrane potential fluorescence; NPY at EC95, then isoproterenol | 200,000 tested, 1% active;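 active means inhibition above the campaign mean inhibition of all tested compounds plus 3 SD, cut at about 20% in these data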;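 further: 0% = DMSO wells given NPY plus isoproterenol and 100% = isoproterenol alone without NPY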
Target sequence (P25929 whole entry, looked up): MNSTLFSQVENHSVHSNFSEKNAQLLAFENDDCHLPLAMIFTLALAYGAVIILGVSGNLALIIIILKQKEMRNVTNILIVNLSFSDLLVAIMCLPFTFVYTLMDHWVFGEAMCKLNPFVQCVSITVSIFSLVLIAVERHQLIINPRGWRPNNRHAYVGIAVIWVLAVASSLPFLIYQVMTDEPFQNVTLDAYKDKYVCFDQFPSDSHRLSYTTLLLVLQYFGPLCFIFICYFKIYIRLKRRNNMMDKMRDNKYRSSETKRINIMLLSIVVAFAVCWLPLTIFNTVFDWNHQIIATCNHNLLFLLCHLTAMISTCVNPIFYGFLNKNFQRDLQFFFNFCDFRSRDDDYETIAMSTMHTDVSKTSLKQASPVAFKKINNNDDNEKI
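Material: HEK293 Y1/CNG channel cell line | Also added: NPY (25 nM), isoproterenol (1 µM), Ro 20-1724 (25 µM) | Compound: One concentration, 3.6 µM, in 0.4% DMSO | Schedule: 3 h dye uptake, 1 h room-temperature compound, 45 min post-isoproterenol | Signal: Membrane-potential fluorescent dye readout | Read-out: % inhibition of NPY effect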
NPY-Y1 PAM-ag: NPY-Y1 receptor potentiators or agonists, primary screen, cell-based; activation, % at 3.6 µM; AID 1304, 2008; NPY-Y1 expressing cells, potentiator/agonist activation; 220,000 tested, 0.37% active; in the data active means activation above about 33%, passing the limit was not always enough;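 further: cells stimulated with NPY at EC10 then isoproterenol at EC100; 0% = low agonist plus stimulus and 100% = saturating agonist plus stimulus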
TRPN1 ag: zebrafish TRPN1 channel agonists, primary screen, cell-based, HEK293, calcium fluorescence | AID 1424, 2008 | 220,000 tested, 0.18% active | transient receptor potential cation channel N1 (TRPN1/NompC), Danio rerio | activation, % at 3 µM | HEK293 zebrafish TRPN1-YFP, Fluo-8 calcium fluorescence; 100% = response to 87 µM carbachol;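 active means activation above its plate's cutoff, the mean activation of test wells on that plate plus 3 SD, cut at about 19% in these data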;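 further: 0% = DMSO alone and 100% = 87 µM carbachol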
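Material: zebrafish TRPN1-YFP in HEK293 cells; Doses: single test compound dose, 3 µM nominal, 0.3% DMSO; Timing: dye loading 1 h at 37 °C, then 30 min room temperature; Technique: intracellular calcium fluorescence with Fluo-8; Benchmarks: high carbachol 87 µM, low DMSO alone.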
TRPML3 ag: human TRPML3 channel agonists, primary screen, cell-based, HEK293 TRPML3-YFP, Fluo-8 calcium fluorescence, 3 µM; 220,000 tested, 0.29% active; activation, % at 3 µM; 100% = the carbachol control signal; AID 1448, 2008; Mucolipin-3 (Homo sapiens), Q8TDD5;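 active means activation above its plate's cutoff, the mean activation of the plate's test wells plus 3 SD, cut at about 12% in these data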;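 further: 0% = DMSO only wells and 100% = carbachol wells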
Target sequence (Q8TDD5 whole entry, looked up): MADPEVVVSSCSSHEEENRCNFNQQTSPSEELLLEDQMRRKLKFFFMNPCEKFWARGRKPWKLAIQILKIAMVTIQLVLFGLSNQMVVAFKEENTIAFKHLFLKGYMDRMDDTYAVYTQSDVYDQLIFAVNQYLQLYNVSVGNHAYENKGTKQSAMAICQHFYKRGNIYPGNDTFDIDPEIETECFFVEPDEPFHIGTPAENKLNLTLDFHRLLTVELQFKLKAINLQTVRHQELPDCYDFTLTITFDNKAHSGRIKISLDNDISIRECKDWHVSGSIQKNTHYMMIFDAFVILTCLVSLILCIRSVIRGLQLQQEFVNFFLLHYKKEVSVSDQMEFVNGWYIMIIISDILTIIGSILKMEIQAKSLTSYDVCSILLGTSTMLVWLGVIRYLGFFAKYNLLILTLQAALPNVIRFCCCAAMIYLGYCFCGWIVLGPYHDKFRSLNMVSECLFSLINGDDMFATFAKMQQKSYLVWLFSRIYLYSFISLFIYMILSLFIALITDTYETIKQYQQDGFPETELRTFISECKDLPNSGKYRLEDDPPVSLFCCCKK
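system = HEK293 cells stably carrying human TRPML3-YFP | doses = one concentration, 3 µM nominal, 0.3% DMSO | timing = dye loading 1 h 37 °C then 30 min ambient, 125 s read | detection = Fluo-8 calcium dye fluorescence, ex 470-495, em 515-575 nm | benchmarks = high control carbachol 87 µM, low control DMSO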
EP2 modulator: EP2 receptor modulators, cAMP readout, primary screen, cell-based, HTRF cAMP, PGE2 stimulation | EP2-expressing cells, cAMP HTRF FRET, PGE2 co-stimulation | induction, % at 25 µM | 260,000 tested, 0.83% active | AID 940, 2007;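 active means compounds whose cAMP rise, as percent of the full-agonist control response, exceeds 60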;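 further: rat C6 glioma line stably carrying human EP2 under a CMV promoter; the protocol text gives 20 µM as final concentration; 100% = response of wells given 1 µM PGE2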
* = called active by the depositor; x = no result given; & = joins results of further samples; [ ] = another dose, or the depositor's remark. These rows are one share of the data; count on the stated rates, not on these rows.

structure	14-3-3 Bad PPI	NPY Y1 blocker	EP2 modulator	TRPML3 ag	CHOP inhibitor	PPC-1+TRAIL kill	TRPN1 ag	EP2 antag	NPY-Y1 PAM-ag
CCOc1ccc(NCc2cc3cc(OC)ccc3[nH]c2=O)cc1	-9	x	-47	0.1	-6	13	1.1	13	21
Cc1cc2c(ccc3[nH]onc32)n1	-2	10	-32	1.1	68	22	0.8	10	-19
COc1cc(NS(=O)(=O)c2ccc(N=Cc3c(C)[nH]n(-c4ccccc4)c3=O)cc2)nc(OC)n1	9	4	-16	-0.1	-79	8	0.7	17	-2
Cc1cccc(NC(=O)CSc2nnc(-c3ccc(S(=O)(=O)N4CCOCC4)cc3)n2C)c1	15	-3	31	0.6	8	5	0.0	11	-13
CC(C)OC(=O)CSc1nnc(-c2ccccn2)n1C	-10	-5	11	0.3	6	-16	0.4	10	-5
CN(C)C(=O)c1ccc(-n2cccn2)nc1	-6	1	4	0.6	59	8	-0.5	0	-1
CCC(C)CN1CCC(CO)(Cc2ccccc2Cl)CC1 (configuration not stated)	-1	5	-4	0.7	30	0	-1.3	9	-14
O=C(COC(=O)c1ccccc1[N+](=O)[O-])c1ccc(C2CCCCC2)cc1	-8	3	13	0.3	52	25	0.2	11	10
COc1ccccc1OCC(=O)Nc1ccc(CSc2ccccc2)cc1C	5	13	-47	0.6	23	10	-0.7	6	2
c1ccc2oc(-c3[nH]ncc3CN(Cc3ccncc3)CC3CCCO3)cc2c1 (configuration not stated)	-5	-3	-16	0.8	12	14	0.6	5	0
CC(NC(=O)c1ccccc1NC(=O)c1ccco1)c1ccccc1 (configuration not stated)	2	7	13	0.3	35	17	-1.4	26	-2
CCC(C)C(=O)Nc1nnc(SCC(=O)NC(C)(C)C)s1 (configuration not stated)	-7	-5	-1	0.7	-12	10	0.3	1	8
Cc1ccc(-n2nc(C)c3c(C)onc3c2=O)cc1	1	x	-10	0.1	1	-6	0.6	12	5
OC1(c2cccnc2)CCN(Cc2nnnn2C2CCCCC2)CC1	84*	6	13	1.5	10	3	1.0	9	5
O=C(NCc1ccccn1)c1ccc(COc2ccc(Cl)cc2)o1	-5	-8	0	0.9	17	7	0.1	14	-15
CC(=O)c1cnc(SCc2ccc(Cl)cc2)nc1C	5	1	21	0.3	5	5	-0.4	7	-2
CCn1c(SCC(=O)Nc2nccs2)nnc1-c1ccc(C)cc1	4[fluorescence artefact?]	0	9	-0.3	-23	0	-1.2	3	-2
COc1ccc2cc(C(=O)O)ccc2c1	-2[fluorescence artefact?]	3	37	1.2	6	15	-0.1	6	0
C/C(=N\NC(=O)c1ccccc1O)C1C(=O)c2ccccc2C1=O	10[fluorescence artefact?]	-6	-30	0.0	3	28	-1.0	6	37
Cc1cc(N2CCC(C)CC2)nc(NCc2ccccc2)n1	-3	14	-45	0.9	40	13	2.1	5	-37
CC1CCCN(C(=O)COc2ccc(NC(=O)c3cccs3)cc2)C1 (configuration not stated)	15	-1	-57	1.1	-5	x	1.7	10	4
COC(=O)c1cc(=O)n(Cc2ccc(OC)cc2)c(=NCc2ccc(OC)cc2)s1	-20	0	11	0.8	-27	14	1.4	6	-4
CC(=N)c1c(O)c2ccccc2oc1=O	-4	x	-8	0.8	-31	7	1.8	-1	1
CCN(CC)C(=S)Nc1ccc(C(=O)OC)cc1	-2	2	-6	0.7	-2	-4	0.8	14	15
COc1ccccc1C1CC(c2ccc(Cl)cc2)Nc2ncnn21 (configuration not stated)	-3[fluorescence artefact?]	17	-17	1.7	8	25	2.9	15	-25
CC(C)Nc1nc(NC(C)C)nc(SCC(N)=O)n1	-10	1	22	0.2	-14	17	2.1	6	-2
CCC(C(=O)Nc1c[nH]c(=O)[nH]c1=O)c1ccccc1 (configuration not stated)	0	2	-7	1.0	6	16	0.0	2	14
CCCS(=O)(=O)N1CCCC(C(=O)NCCc2ccc(Cl)cc2)C1 (configuration not stated)	13	6	23	0.2	0	11	0.2	15	16
O=C1c2ccccc2C(=O)N1CCCc1nc(-c2ccccn2)no1	2	14	-3	-0.1	-16	-2	-0.5	6	11
CCOc1ccc2[nH]c(=O)c(CN(CCCN3CCOCC3)Cc3nnnn3Cc3ccc(OC)cc3)cc2c1	-2	3	-10	-0.7	12	-7	-0.6	4	-9

Pulled one by one from the list above:
structure	14-3-3 Bad PPI	NPY Y1 blocker	EP2 modulator	TRPML3 ag	CHOP inhibitor	PPC-1+TRAIL kill	TRPN1 ag	EP2 antag	NPY-Y1 PAM-ag
COc1ccccc1OCC(=O)Nc1ccc(CSc2ccccc2)cc1C	5	13	-47	0.6	23	10	-0.7	6	2
OC1(c2cccnc2)CCN(Cc2nnnn2C2CCCCC2)CC1	84*	6	13	1.5	10	3	1.0	9	5

Single entries from the results shown:
In 14-3-3 Bad PPI, OC1(c2cccnc2)CCN(Cc2nnnn2C2CCCCC2)CC1 is entered as 84*
In TRPML3 ag, Cc1ccc(-n2nc(C)c3c(C)onc3c2=O)cc1 is entered as 0.1
In TRPML3 ag, COc1ccc2cc(C(=O)O)ccc2c1 is entered as 1.2

Going on with the list:
structure	14-3-3 Bad PPI	NPY Y1 blocker	EP2 modulator	TRPML3 ag	CHOP inhibitor	PPC-1+TRAIL kill	TRPN1 ag	EP2 antag	NPY-Y1 PAM-ag
Cc1cn([C@H]2C[C@H](N=[N+]=[N-])[C@@H](CO)O2)c(=O)[nH]c1=O	-2	3	9&2	0.5	13	13	0.1	13&13	9
Cc1noc(C)c1COC(=O)c1cccc(S(=O)(=O)N2CCCCCC2)c1	2	-1	-2	13*	x	1	11	12	14
O=C(COC(=O)c1cc[n+]([O-])cc1)Nc1ccccc1Sc1ccccc1	-11	-2	34	0.4	11	20	0.0	8	8
CCOC(=O)CNC(=O)CN1C(=O)CC(c2ccccc2)S(=O)(=O)c2ccccc21 (configuration not stated)	-1	0	5	0.7	7	28	0.9	6	2
O=C(NCCCO)Nc1ccc2nc(-c3ccco3)c(-c3ccco3)nc2c1	28[fluorescence artefact?]	9	4	0.9	-12	24	1.0	x	24
CCOC(=O)C1(Cc2ccccc2)CCN(Cc2cnn(CC)c2)CC1	-17	3	1	0.2	32	4	-0.4	5	10
CCNc1nc(Oc2ccc(=O)[nH]n2)nc(SC)n1	3	4	2	0.4	3	5	0.2	17	-17
CC(C)Cn1ccc(=O)n(CC(C)C)c1=O	14[fluorescence artefact?]	1	5	0.1	1	-3	0.6	7	-12
Cc1onc(-c2ccccc2)c1C(=O)N1CCN(S(=O)(=O)c2ccc3c(c2)OCCO3)CC1	6	0	-3	0.0	10	24	-0.9	10	8
CCCSc1nc(C)c(CC(=O)O)c(=O)[nH]1	-8	3	2	-0.4	-10	-7	0.5	13	4
CCOC(=O)/C(C#N)=C\c1cc(C)n(-c2ccccc2)c1C	0	8	9	0.9	41	38	-0.6	6	20
COc1ccc(CC(=O)NNC(=S)Nc2ccccc2)cc1Br	2	2	-2	0.3	2	9	2.4	25	16
C/C(=N\NC(=S)NC(C)C)c1ccc(-n2ccnc2)cc1	-6	3	3	0.7	12	-8	-1.0	18	-20
CC(C)(C)CC(=O)Nc1ccc(C(N)=O)cc1	-5	-1	-24	0.8	14	14	1.6	12	13
COc1ccccc1/C=N/N1C(=O)c2cccc3cccc(c23)C1=O	-1	1	1	0.9	-3	8	0.4	11	4
CCOC(=O)c1c(NC(=O)COc2cccc3c2CCN(C)C3=O)sc2c1CCC2	15[fluorescence artefact?]	-4	30	0.1	82*	27	-0.1	7	5
COCCNc1nc(SCC(=O)N2CCN(c3ccccc3)CC2)nc2ccccc12	-8	11	-49	0.3	-5	25	-0.5	12	-46
CCOC(=O)c1sc(NC(=O)CN2C(=O)NC3(CCCCCCC3)C2=O)c(C(=O)OCC)c1C	-1	x	2	0.7	14	23	0.5	10	68*
Cc1ccc(C2C3=C(CCCC3=O)N=C3c4ccccc4C(=O)C32)cc1 (configuration not stated)	-21	-3	-1	-1.0	28	24	-2.2	4	18
C=CCN(C(=O)CNC(=O)c1ccco1)C(C(=O)NC1CCCCC1)c1ccc(OC)cc1 (configuration not stated)	-4	1	17	1.6	31	7	0.6	10	-2
O=C(NC1CCc2ccccc21)C12CN(Cc3ccccc3)CC1C(c1cccc([N+](=O)[O-])c1)=NO2 (configuration not stated)	6	13	-2	0.2	-28	3	-0.1	24	11
Cc1ccc(C(=O)O/N=C(\N)Cc2ccc([N+](=O)[O-])cc2)c(Cl)c1	-6	x	-58	-0.9	27	0	-2.5	16	-5
COc1cccc(-c2ccc(SCC(=O)NCCc3ccccc3)nn2)c1	-5	7	-31	-0.9	-5	13	-2.7	10	-31

Record cards, from the list above. Screens in order: 14-3-3 Bad PPI	NPY Y1 blocker	EP2 modulator	TRPML3 ag	CHOP inhibitor	PPC-1+TRAIL kill	TRPN1 ag	EP2 antag	NPY-Y1 PAM-ag
Record of COc1ccc(CC(=O)NNC(=S)Nc2ccccc2)cc1Br = 2	2	-2	0.3	2	9	2.4	25	16
Record of O=C(COC(=O)c1cc[n+]([O-])cc1)Nc1ccccc1Sc1ccccc1 = -11	-2	34	0.4	11	20	0.0	8	8
Record of CCOC(=O)c1c(NC(=O)COc2cccc3c2CCN(C)C3=O)sc2c1CCC2 = 15[fluorescence artefact?]	-4	30	0.1	82*	27	-0.1	7	5
Record of C=CCN(C(=O)CNC(=O)c1ccco1)C(C(=O)NC1CCCCC1)c1ccc(OC)cc1 (configuration not stated) = -4	1	17	1.6	31	7	0.6	10	-2
Record of COCCNc1nc(SCC(=O)N2CCN(c3ccccc3)CC2)nc2ccccc12 = -8	11	-49	0.3	-5	25	-0.5	12	-46
